# MC4R antag cAMP: human MC4R antagonism in cAMP assay; P32245; MC4R-expressing cells, MTII-stimulated cAMP, LANCE TR-FRET; inhibition, % at 6.5 µM; 0.48% of 360,000 active;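 active means inhibition above its plate's cutoff, the mean of tested wells on that plate plus 3 SD, cut at about 29% in these data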;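 further: 0% = Melanotan II alone and 100% = Melanotan II plus saturating MCL0020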
# Target sequence (P32245 whole entry, looked up): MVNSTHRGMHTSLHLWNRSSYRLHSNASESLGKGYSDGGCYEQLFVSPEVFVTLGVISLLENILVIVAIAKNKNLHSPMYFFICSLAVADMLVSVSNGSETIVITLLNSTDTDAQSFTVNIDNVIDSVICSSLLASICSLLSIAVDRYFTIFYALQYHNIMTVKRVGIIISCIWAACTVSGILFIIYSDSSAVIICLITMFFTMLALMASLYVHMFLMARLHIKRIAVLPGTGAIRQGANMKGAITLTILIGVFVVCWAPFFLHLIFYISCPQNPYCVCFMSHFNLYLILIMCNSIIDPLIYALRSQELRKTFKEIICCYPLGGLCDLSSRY
#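 System: U2OS cells stably expressing human melanocortin 4 receptor (MC4R). Reagent: Melanotan II challenge after compound preincubation. Doses: 6.5 µM. Times: 30-min compound, 1-h challenge, 1-h detection, room temperature. Measured by: TR-FRET with Eu-cAMP and labeled anti-cAMP, 671 nm. Replicates: singlicate.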
# NCOA3 inh: inhibits human SRC3 coactivator; inhibition, % at 3.6 µM; 0.17% of 360,000 active; HEK293 GAL4-SRC3 luciferase reporter, luminescence; AID 588352;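 active means inhibition above a per-campaign cutoff, the mean of all compounds plus 3 SD, cut at about 60% in these data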;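 further: 0% = DMSO-treated cells and 100% = gossypol-treated cells at 36 µM; higher means less SRC3-driven luciferase light from the GAL4 reporter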
# TLR9-MyD88 block: inhibitors of human TLR9-MyD88 binding; CHO BLA complementation TLR9-MyD88, CCF4 FRET ratio; inhibition, % at 4.98 µM; Q9NR96+Q99836; 0.21% of 340,000 active; AID 504734;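 active means inhibition above the mean over all tested compounds plus 3 SD, cut at about 21% in these data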;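 further: 0% = DMSO only wells and 100% = clavulanate BLA inhibitor control wells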
# NCOA1 inh: inhibitors of human steroid receptor coactivator 1 (SRC1); Q15788; HEK293 GAL4-SRC1 luciferase reporter, luminescence; inhibition, % at 3.6 µM; 0.12% of 360,000 active;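 active means inhibition above the campaign mean plus 3 SD, with each screening campaign given its own cutoff, cut at about 60% in these data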;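 further: 0% = DMSO treated cells and 100% = gossypol at 36 µM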
# ABHD5-PLIN5 inh: blocks binding of human ABHD5 to perilipin-5; Q00G26+Q8WTS1; Split G. princeps luciferase complementation, luminescence, 4 h; inhibition, % at 4 µM; 0.78% of 360,000 active;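 active means inhibition above the mean inhibition across every tested compound plus 3 SD, cut at about 22% in these data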;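 further: 0% = DMSO only wells and the 100% control is not disclosed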
# NOD2 RIPK2 PPI: NOD2-RIPK2 protein interaction inhibition; CHO BLA complementation NOD2-RIPK2, CCF4 ratio; 0.38% of 360,000 active; inhibition, % at 4.98 µM; in the data active means inhibition above about 21%;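 further: 0% = vehicle only and 100% = reference blocker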
# MC4R ag barr: human MC4R agonism via beta-arrestin; 0.98% of 360,000 active; U2OS MC4R beta-arrestin complementation, luminescence; percent of melanotan II response, DMSO zero; AID 540308; activation, % at 8.9 µM; P32245;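 active means activation above a per-plate cutoff, the mean activation of sample wells on that plate plus 3 SD, cut at about 8% in these data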
# NR5A2 inv ag: suppresses constitutive activity of human LRH-1. O00482. inhibition, % at 3.6 µM. 0.13% of 360,000 active. AID 602396. HEK293T StAR-luciferase reporter, LRH-1 transfected, 24 h;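 active means inhibition above the mean inhibition of all tested compounds plus 3 SD, cut at about 73% in these data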;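 further: 0% = DMSO wells and 100% = reporter-only cells lacking LRH-1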
# Target sequence (O00482 whole entry, looked up): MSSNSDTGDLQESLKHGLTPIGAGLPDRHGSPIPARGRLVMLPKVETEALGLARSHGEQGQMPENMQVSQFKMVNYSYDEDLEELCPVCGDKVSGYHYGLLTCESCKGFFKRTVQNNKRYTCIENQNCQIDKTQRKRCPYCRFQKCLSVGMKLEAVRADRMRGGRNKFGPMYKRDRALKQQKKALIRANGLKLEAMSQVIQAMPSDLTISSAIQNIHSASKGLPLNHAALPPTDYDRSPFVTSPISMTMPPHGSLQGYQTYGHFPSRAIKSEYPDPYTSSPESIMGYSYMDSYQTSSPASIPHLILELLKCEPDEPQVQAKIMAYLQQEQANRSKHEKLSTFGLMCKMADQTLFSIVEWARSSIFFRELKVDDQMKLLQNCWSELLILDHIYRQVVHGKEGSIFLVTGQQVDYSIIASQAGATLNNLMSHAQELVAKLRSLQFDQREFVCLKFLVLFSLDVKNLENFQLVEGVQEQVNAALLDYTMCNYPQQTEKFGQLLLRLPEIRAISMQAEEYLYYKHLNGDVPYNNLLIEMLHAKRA
# EBV LMP1 NFkB: inhibitors of Epstein-Barr LMP1-induced NF-kappaB reporter; LMP1-induced NF-kappaB luciferase reporter cells, luminescence; inhibition, % at 12.5 µM; 0.69% of 350,000 active; AID 504558; in the data active means inhibition above about 41%;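 further: 0% = neutral control wells and 100% = reference inhibitor control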
# NR2F2 inh: NR2F2 (human) inhibition, primary screen; P24468; HEK293T NGFI-A luciferase reporter, luminescence; inhibition, % at 8.6 µM; 0.7% of 370,000 active;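 active means inhibition above a per-plate cutoff, mean inhibition of test wells between control levels plus 3 SD, cut at about 38% in these data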;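 further: cells cotransfected with COUP-TFII expression vector driving the NGFI-A reporter; 0% = median of COUP-TF2 test wells and 100% = reporter-only cells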
# SRC2 inh: inhibits human steroid receptor coactivator 2; Q15596; HEK293 GAL4-SRC2 luciferase reporter, luminescence; inhibition, % at 9 µM; 0.17% of 370,000 active;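 active means inhibition above the mean inhibition of all tested compounds plus 3 SD, set per campaign, cut at about 52% in these data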;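 further: 0% = DMSO treated cells and 100% = cells given Gossypol at 36 µM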
# Starred values were filed as active, the others as inactive; . = no result given. This is a subset; rates above refer to the full screens.
entry	molecule	MC4R antag cAMP	NCOA3 inh	TLR9-MyD88 block	NCOA1 inh	ABHD5-PLIN5 inh	NOD2 RIPK2 PPI
1	COc1ccc(C(=O)Nc2cccc(-c3ccc4nncn4n3)c2)cc1OC	7	7	-4	5	-1	6
2	CCN(Cc1ccccc1)C(=O)C(C)OC(=O)c1cc(S(=O)(=O)Nc2c(C)n(C)n(-c3ccccc3)c2=O)ccc1C (stereo not given)	26	6	-5	-5	-2	0
3	COC(=O)c1ccc(CNC(=O)COC(=O)COc2ccc(OC)cc2)cc1	15	11	-6	10	1	0
4	O=C(NCCOc1cccc(Cl)c1Cl)c1cc(-n2cnnc2)ccc1Cl	3	-1	3	-5	3	2
5	O=C(NCc1ccc2c(c1)OCO2)c1c[nH]c2ccc(S(=O)(=O)N3CCOCC3)cc2c1=O	16	1	5	0	3	-3
6	Cc1cc(C)cc(-n2ncc3c2CCCC3NC(=O)c2cc(C)oc2C)c1 (stereo not given)	1	11	-15	13	7	13
7	CCC(C)N(C(=O)COC(=O)/C=C/c1ccc(O)c(OC)c1)C1CCS(=O)(=O)C1 (stereo not given)	6	-2	-5	8	0	3
8	COC(=O)C1[C@H]2SC(C)(C)C(C(=O)OC)N2C(=O)N1Cc1nc2ccccc2s1 (stereo not given in full)	2	-14	2	-3	6	3
9	Cc1ccc(NC(=O)c2c(C)nc3ccccn23)cc1C	3	-57	4	-96	-3	4
10	O=C(NCCNC(=O)c1ccccn1)c1ccc(-c2ccccc2)cc1	9	12	2	-1	3	-10
11	CC1C(=O)N(Cc2cn(CCC3OCCO3)nn2)CCS(=O)(=O)N1Cc1ccc(-c2ccc(Cl)c(Cl)c2)cc1 (stereo not given)	6	-4	-5	1	13	2
12	COc1ccccc1S(=O)(=O)Nc1ccc(S(=O)(=O)Nc2nccs2)cc1	-1	-7	-1	2	-5	5
13	COc1ccc(CNC(=O)C2CC(c3ccccc3[N+](=O)[O-])=NO2)cc1 (stereo not given)	-4	-8	6	-13	2	2
14	CN1CCN(CCNC(=O)Cn2c(=O)c3cccn3c3ccc(F)cc32)CC1	0	9	-11	8	-3	-1
15	Cc1cc(C)c2cc(C#N)c(NCCNC(=O)c3ccccc3)nc2c1	.	.	.	.	0	-2

entry	MC4R ag barr	NR5A2 inv ag	EBV LMP1 NFkB	NR2F2 inh	SRC2 inh
1	1.0	-1	9	-18	-20
2	-1.0	17	6	26	18
3	0.0	2	-3	6	3
4	-0.8	-3	-4	.	.
5	1.7	-1	3	-6	-17
6	-2.4	-13	-2	-4	4
7	0.3	0	-12	10	-6
8	-0.6	5	5	15	-4
9	-2.5	-116	-38	-41	-58
10	-0.2	-1	-8	7	-15
11	-1.0	6	3	19	23
12	0.1	3	1	5	10
13	-0.9	-14	-15	-21	17
14	-0.7	17	5	-19	-9
15	.	-29	.	4	6

# The list goes on.
entry	molecule	MC4R antag cAMP	NCOA3 inh	TLR9-MyD88 block	NCOA1 inh	ABHD5-PLIN5 inh	NOD2 RIPK2 PPI
16	COc1ccccc1NC(=O)N1C2CCCC1CC(NC(=O)c1ccccc1)C2 (stereo not given)	4	8	4	6	-5	16
17	COc1ccc(CCC(=O)N2c3ccccc3N=C(c3ccc4c(c3)OCO4)C2C(=O)NCc2ccccc2)cc1 (stereo not given)	.	.	.	.	5	-11
18	Cc1nc2c(=O)[nH]c(=S)[nH]c2[nH]c1=O	0	-36	-3	4	-6	-14
19	Cc1ccc(OCc2nnc(-c3ccc(Cl)cc3)o2)cc1	6	23	-4	8	8	-8
20	CCOc1ccc2nc(N3CCC(C(=O)NCCCN4CCOCC4)CC3)sc2c1	3	-11	-1	-40	0	-3
21	C(=N/n1c2ccccc2c2ccccc21)/c1ccco1	-1	12	1	-4	-1	-16
22	CC(C)Cc1nc2ccccc2n1CCc1ccccc1	15	14	-3	17	-2	-15
23	Cc1nnc(NC(=O)C2(c3ccccc3)CCOCC2)s1	9	-9	-2	-11	4	1
24	COCOCCn1cc(CN2CCS(=O)(=O)N(Cc3ccc(-c4ccc(Cl)nc4)cc3)C(C)C2=O)nn1 (stereo not given)	3	-25	-6	10	7	-2
25	CC(CCCC(C)(C)O)NC(=O)c1cc(COc2ccc3ncccc3c2)on1 (stereo not given)	8	24	-12	18	1	-3
26	COC(=O)C1=NNCC12CC(=O)N(c1ccc(Br)cc1)C2=O (stereo not given)	0	7	-1	11	2	10
27	Cc1ccc(C(=O)N/N=C\c2ccc(-c3ccc(Cl)c(Cl)c3)o2)cn1	-7	18	-7	10	-7	9
28	C[C@H](NC(=O)OCc1ccccc1)C(=O)NNC(=O)[C@H](Cc1ccccc1)NC(=O)OC(C)(C)C	13	-5	-7	-15	-16	13
29	CCCSc1nc2c([nH]1)c(=O)n(C)c(=S)n2C	9	-1	-4	3	3	-8
30	COCCCNCCCCSc1ccc(Cl)cc1	-11	8	2	14	0	-10

entry	MC4R ag barr	NR5A2 inv ag	EBV LMP1 NFkB	NR2F2 inh	SRC2 inh
16	1.5	-12	1	12	7
17	.	13	.	-4	-3
18	-1.1	-15	-4	7	2
19	1.2	6	2	-1	5
20	-1.4	-83	2	-25	-25
21	1.7	17	4	3	8
22	-0.8	12	-2	-6	24
23	0.7	8	9	4	-10
24	0.6	14	1	7	9
25	-0.7	34	10	60*	23
26	-0.7	17	0	5	4
27	11*	-11	-8	17	1
28	0.6	5	-4	3	-20
29	1.1	-22	4	1	18
30	0.2	-19	-5	-8	3

# A different layout for some results above.
(26) COC(=O)C1=NNCC12CC(=O)N(c1ccc(Br)cc1)C2=O (stereo not given)
(27) Cc1ccc(C(=O)N/N=C\c2ccc(-c3ccc(Cl)c(Cl)c3)o2)cn1

screen / no.	26	27
MC4R antag cAMP	0	-7
NCOA3 inh	7	18
TLR9-MyD88 block	-1	-7
NCOA1 inh	11	10
ABHD5-PLIN5 inh	2	-7
NOD2 RIPK2 PPI	10	9
MC4R ag barr	-0.7	11*
NR5A2 inv ag	17	-11
EBV LMP1 NFkB	0	-8
NR2F2 inh	5	17
SRC2 inh	4	1

# Other records follow:
entry	molecule	MC4R antag cAMP	NCOA3 inh	TLR9-MyD88 block	NCOA1 inh	ABHD5-PLIN5 inh	NOD2 RIPK2 PPI
31	O=C(NCCc1ccccc1)C1CC(=O)N(C2CCCCCC2)C1 (stereo not given)	6	18	-14	5	3	-10
32	O=C(c1ccco1)n1c(=S)nc2ccccn21	5	-76	10	-80	-15	0
33	Cc1ccc(Nc2ccc(NCc3ccccc3)nn2)cc1C	-6	-50	-8	-39	-5	6
34	CSCCC(NC(=O)c1ccccc1Cl)C(=O)N(C)Cc1cccs1 (stereo not given)	9	-11	3	-10	3	-9
35	Cc1ccc(C2(C)NC(=O)N(CC(=O)N3CCN(S(=O)(=O)c4ccc(Cl)s4)CC3)C2=O)cc1 (stereo not given)	16	-30	-1	-30	-11	-5
36	COC(=O)c1cccc(CSc2nc3ccccc3[nH]2)c1	-2	-51	-1	-81	-5	3
37	CC(C)c1ccc(CNC(=O)C(=O)Nc2nccs2)cc1	2	1	-4	4	-5	2
38	CC(=O)c1cccc(NC(=O)Cn2c(=O)oc3cc(S(=O)(=O)N4CCCC4)ccc32)c1	4	22	-5	-10	5	-9
39	N#Cc1ccc(-c2ccc(OCC(=O)NN=Cc3ccncc3)cc2)cc1	1	11	5	9	3	0
40	Cc1ccc(-n2c(SCC(N)=O)nc3c(c2=O)C2(CCCC2)Cc2ccccc2-3)cc1	24	26	-6	-20	2	1
41	O=[N+]([O-])c1ccc(N2CCc3ccccc3C2)nc1	10	-3	5	-17	33*	-11
42	Cc1cc(C)nc(NC(=O)c2ccc(Cl)cc2)n1	16	9	-2	1	8	-8
43	CC1CCc2c(sc(NC(=O)CCc3nc4ccccc4c(=O)[nH]3)c2C#N)C1 (stereo not given)	7	32	-5	-11	-3	-1

entry	MC4R ag barr	NR5A2 inv ag	EBV LMP1 NFkB	NR2F2 inh	SRC2 inh
31	0.4	-5	-20	-6	5
32	-0.5	-91	-34	-62	-69
33	-0.9	-87	-21	-48	-32
34	-0.8	1	3	-4	-20
35	3.3	-2	-12	7	-18
36	-1.1	-121	-16	-3	-42
37	-2.3	13	-2	7	5
38	-1.2	-6	5	7	13
39	-2.1	19	-5	5	-8
40	2.5	-5	-2	7	12
41	-0.7	-9	-6	-4	-3
42	-0.3	-1	-8	10	4
43	2.1	2	-56	9	-13

# In a second layout: entries from further up
nr	smiles	MC4R antag cAMP	NCOA3 inh	TLR9-MyD88 block	NCOA1 inh	ABHD5-PLIN5 inh	NOD2 RIPK2 PPI	MC4R ag barr	NR5A2 inv ag	EBV LMP1 NFkB	NR2F2 inh	SRC2 inh
31	O=C(NCCc1ccccc1)C1CC(=O)N(C2CCCCCC2)C1 (stereo not given)	6	18	-14	5	3	-10	0.4	-5	-20	-6	5
39	N#Cc1ccc(-c2ccc(OCC(=O)NN=Cc3ccncc3)cc2)cc1	1	11	5	9	3	0	-2.1	19	-5	5	-8
43	CC1CCc2c(sc(NC(=O)CCc3nc4ccccc4c(=O)[nH]3)c2C#N)C1 (stereo not given)	7	32	-5	-11	-3	-1	2.1	2	-56	9	-13
41	O=[N+]([O-])c1ccc(N2CCc3ccccc3C2)nc1	10	-3	5	-17	33*	-11	-0.7	-9	-6	-4	-3
33	Cc1ccc(Nc2ccc(NCc3ccccc3)nn2)cc1C	-6	-50	-8	-39	-5	6	-0.9	-87	-21	-48	-32
42	Cc1cc(C)nc(NC(=O)c2ccc(Cl)cc2)n1	16	9	-2	1	8	-8	-0.3	-1	-8	10	4
